Screening results as filed in PubChem.
Luc counter – Counterscreen for Luciferase (Kinase-Glo TM) Inhibition; Luciferin 4-monooxygenase (Photuris pensylvanica), Q27757; Kinase-Glo luciferase, ATP luminescence, 8 min; Potency, µM (highest dose often 38.3 µM), inactives show at the highest dose activity change, negative = inhibition, usual class: inhibitors; 200,000 tested, 0.28% active; AID 1379, 2008; further: potency means the concentration at half of the fitted maximal effect; on the % scale 0 is the no-effect control and ±100 the full control effect; nearly all actives have a fitted effect of over 60% in size
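Light output from Kinase-Glo luciferase with luciferin and 10 uM ATP in 50 mM imidazole pH 7.2, KCl, MgCl2, Tween 20, BSA; compound pin-delivered, 8-min ambient incubation, then luminescence read.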
Epigenetic reg – Quantitative High-Throughput Screen for Regulators of Epigenetic Control; AID 1865, 2009; 280,000 tested, 0.2% active; Potency, µM (highest dose often 53.9 µM), for the others: at the top dose GFP activation, most hits filed as activators; murine LDR cells, GFP reporter derepression, 30 h; further: potency means the concentration at half of the fitted maximal effect; % of control where 0% means no effect; nearly all actives have a fitted effect of over 60% in size
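Murine LDR cells bearing a silenced CMV-driven GFP reporter were exposed to compound for 30 h at 37 C. After PBS washes, GFP-positive cells (20-120 um objects) counted by laser-scanning microplate cytometry.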
NPSR antagonist – qHTS Assay for Antagonists of the Neuropeptide S Receptor: cAMP Signal Transduction | Q6W5P4 | 220,000 tested, 1% active | CHO-NPSR cells, cAMP TR-FRET, antagonist mode | Potency, µM (titrated, usually from 38.3 µM), inactives show at the top dose activity change, negative = inhibition, most hits filed as inhibitors; further: potency means the concentration at half of the fitted maximal effect; on the % scale 0 is the no-effect control and ±100 the full control effect; nearly all actives have a fitted effect of over 50% in size; many of its hits are not listed in these tables
Target sequence (Q6W5P4 whole entry, looked up): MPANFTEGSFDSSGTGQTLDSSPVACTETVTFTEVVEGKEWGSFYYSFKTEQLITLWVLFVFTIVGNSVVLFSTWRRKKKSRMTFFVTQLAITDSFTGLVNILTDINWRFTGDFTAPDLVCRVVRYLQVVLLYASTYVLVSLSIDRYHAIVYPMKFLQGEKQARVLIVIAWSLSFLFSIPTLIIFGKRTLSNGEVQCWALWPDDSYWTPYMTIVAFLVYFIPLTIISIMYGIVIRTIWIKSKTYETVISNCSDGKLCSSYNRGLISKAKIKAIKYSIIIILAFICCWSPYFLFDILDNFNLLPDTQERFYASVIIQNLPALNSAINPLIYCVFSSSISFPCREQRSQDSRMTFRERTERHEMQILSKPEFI
LMNA splice mod – qHTS Assay for Modulators of Lamin A Splicing; Potency, µM (doses to about 46.1 µM), for inactives: at the highest dose ratio change, negative = inhibition, usual class: inhibitors; 200,000 tested, 0.01% active; HeLa LMNA splicing GFP/RFP minigene ratio, 48 h; active means well fitted inhibition curve with a large enough effect in the signal ratio, with a control signal flat, not every such curve was filed as active; inconclusive means small, poorly fitted or top-dose-only effect, or effect the other way, or a change in a side signal; the % refers to the signal ratio; further: potency means the concentration at half of the fitted maximal effect; on the % scale 0 is the no-effect control and ±100 the full control effect
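Read-out is the ratio of GFP to DsRed2 object intensity, acquired by 488 nm laser-scanning cytometry on HeLa lamin A-EGFP minigene reporter cells. Compound incubation 48 hrs at 37 °C in Opti-MEM with 2% FBS; DMSO 0.5% final.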
CBFb RUNX1 block – qHTS Assay for Compounds Blocking the Interaction Between CBF-beta and RUNX1 for the Treatment of Acute Myeloid Leukemia; 230,000 tested, under 10 active; AlphaScreen CBFb-His/RUNX1-biotin binding, biochemical; Potency, µM (highest dose often 59.8 µM), for the others: top-dose activity, negative = inhibition, most hits filed as inhibitors; AID 1477, 2009; Runt-related transcription factor 1 (Homo sapiens) + Core-binding factor subunit beta …; further: % of control where 0% means no effect
Target sequence (Q01196 whole entry, looked up): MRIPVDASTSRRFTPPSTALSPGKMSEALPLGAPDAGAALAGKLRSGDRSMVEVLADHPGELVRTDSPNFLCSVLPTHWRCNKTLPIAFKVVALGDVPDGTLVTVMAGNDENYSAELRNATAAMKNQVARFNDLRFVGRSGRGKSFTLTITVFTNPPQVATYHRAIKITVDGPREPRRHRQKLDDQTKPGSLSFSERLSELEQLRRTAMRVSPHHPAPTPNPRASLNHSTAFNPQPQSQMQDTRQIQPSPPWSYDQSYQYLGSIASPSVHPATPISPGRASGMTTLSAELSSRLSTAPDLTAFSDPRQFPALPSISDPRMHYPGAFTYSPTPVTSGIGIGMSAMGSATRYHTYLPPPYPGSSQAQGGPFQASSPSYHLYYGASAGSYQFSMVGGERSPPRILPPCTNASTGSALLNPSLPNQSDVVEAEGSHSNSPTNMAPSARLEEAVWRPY
Target sequence (Q13951 whole entry, looked up): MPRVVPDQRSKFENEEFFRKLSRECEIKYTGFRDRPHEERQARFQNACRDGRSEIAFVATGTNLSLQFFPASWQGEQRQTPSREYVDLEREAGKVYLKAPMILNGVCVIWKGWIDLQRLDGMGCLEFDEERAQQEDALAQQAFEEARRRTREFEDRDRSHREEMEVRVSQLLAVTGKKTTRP
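Read-out: AlphaScreen. Format: His-CBF-beta with biotinylated RUNX1 (30 nM each) preincubated 20 min, compound 15 min, Ni-chelate plus streptavidin beads 90 min; room temperature throughout.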
IMPase Li inh – qHTS Assay for Identifying the Cell-Membrane Permeable IMPase Inhibitors: Potentiation with Lithium; CHO-M1 cells, IP1 TR-FRET (IP-One), carbachol + lithium; Potency, µM (doses to about 59.4 µM), without a hit: top-dose activity, negative = IMPase inhibition, most hits filed as inhibitors; 210,000 tested, 0.35% active; AID 1457, 2008;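 further: IP1 builds up when IMPase is blocked and the TR-FRET signal falls; potency means the concentration at half of the fitted maximal effect; plate controls were basal vehicle for no effect and high inhibitor control for full effect; nearly all actives have a fitted effect of over 50% in size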
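IP1 accumulation measured by competitive TR-FRET in lysed CHO-M1 cells after 30 min compound exposure at 37C, with a small lithium addition to potentiate weak responses. Hill-equation AC50 from ratio and donor-channel data.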
HttQ103 aggreg – qHTS Multiplex Assay to Identify Dual Action Probes in a Cell Model of Huntington: Aggregate Formation (GFP); PC12 HttQ103-GFP aggregates, Acumen cytometry, 40 h; 220,000 tested, 1.1% active; Potency, µM (doses to about 46.1 µM), inactives show top-dose activity change, negative = inhibition, actives largely listed as inhibitors; further: potency means the concentration at half of the fitted maximal effect; on the % scale 0 is the no-effect control and ±100 the full control effect; nearly all actives have a fitted effect of over 60% in size
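Read-out: GFP aggregate count by laser scanning cytometer (488 nm excitation, 500-530 nm emission, 1–25 µm objects >6 SD above background). Cells: PC12, inducible HTTex1-Q103-GFP, 100 nM tebufenozide; compounds titrated.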
Starred values were filed as active, the others as inactive; u = inconclusive; x = no result given; & = joins results of further samples; [ ] = remark or other dose. Unless noted, the call rests on the fitted dose curve; in most records, active means well fitted curve in the direction sought with a large enough effect; inconclusive means small, poorly fitted or top-dose-only effect, or another doubt; inactive means no such curve, though single readings can be large; an effect the other way counts as inactive or inconclusive.

SMILES	Luc counter	Epigenetic reg	NPSR antagonist	LMNA splice mod	CBFb RUNX1 block	IMPase Li inh	HttQ103 aggreg
Cc1ccc(Nc2nnc(SCC(=O)Nc3cc(C(=O)O)ccc3C)s2)c(C)c1	x	1.1%	-8%	15%[46 µM]	-1%	x	11%[9.22 µM]
Cc1cccc(-c2nc(C#N)c(NCc3ccco3)o2)c1	x	-1.3%	37%	x	-16%	x	-6%[9.22 µM]
CCCn1c(SCC(=O)NNC(=O)c2ccccc2)nnc1-c1cccnc1	x	7.5%	14%	x	18%	x	0%[9.22 µM]
O=C(C1CCCCC1)N1CCCc2ccccc21	19%	-0.1%	-7%[46.1 µM]	u	1%	36%[activator][38.3 µM]	5%
CC1(C)CC(=O)c2ccc(O)cc2O1	2%	0.1%	24%	x	8%	-3%	32%
Cc1[nH]nc(Sc2ccccn2)c1[N+](=O)[O-]	-2%	1.3%	4%	u	-4%	-5%	-2%
Cc1c(CNC(=O)c2c([N+](=O)[O-])cnn2C)cnn1C	2%	1.7%	2%	18%[46 µM]	17%	4%	3%
CCCS(=O)(=O)N1CCCC(c2nc(-c3ccc(OC)cc3)no2)C1 (stereo not drawn)	0%	0.8%	-12%[46.1 µM]	-7%	1%	29%[38.3 µM]	-12%
Nc1nc2c(s1)CC(c1ccccc1)CC2 (stereo not drawn)	11%	-0.7%	-5%[46.1 µM]	u	-6%	23%[38.3 µM]	u
Cc1ccc(OCC(=O)Nc2ccc(N3CCN(C(=O)c4ccc(C)cc4)CC3)cc2)cc1	1%	0.0%	-11%	u	-1%	27%	37%[9.22 µM]
Cn1c(=O)n(C)c2cc(/C=C3/SC(=O)N(CC(=O)N4CCOCC4)C3=O)ccc21	-1%	3.0%	-6%	-5%	4%	-8%	u
Cc1ccc(-c2nnn(CC(=O)Nc3ccc4nn(-c5ccccc5)nc4c3)n2)o1	1%	-0.1%	-11%[46.1 µM]	7%	-2%	-21%[38.3 µM]	19%
CC1CCCCN1C(=O)CSc1nc2ccccc2[nH]1 (stereo not drawn)	10%	1.3%	-2%	8%[46 µM]	3%	-3%	-14%
Cn1c(=O)c(=O)n(C)c2cc(S(=O)(=O)N3CCN(c4ccc(F)cc4)CC3)ccc21	1%	2.4%&1.9%	12%	-3%	1%	-15%	2%
Cc1onc(-c2c(F)cccc2Cl)c1C(=O)OCN1C(=O)c2ccccc2C1=O	3%	0.1%	-23%[46.1 µM]	13%	1%	6%[38.3 µM]	-8%[9.22 µM]
c1ccc2nc(C3=NCCN3)ccc2c1	-4%&-1%	-0.1%&0.3%	-8%[46.1 µM]	u	u	8%&25%	x
[O-]C1=N/[N+](=C/c2ccc(Cl)c(Cl)c2)CC1	-5%	0.3%	-1%[46.1 µM]	12%	-1%	11%[38.3 µM]	3%
Cc1cc(C)n2c(SCc3ccc(C#N)cc3)nnc2n1	-2%	0.0%	-7%[46.1 µM]	16%	4%	8%[38.3 µM]	-8%
Cn1c(=O)c(NCCc2ccccc2)c2c3c(cccc31)C(=O)c1ccccc1-2	-2%	u	u	u	u	5%[38.3 µM]	10µM*
COC(=O)NNC(=S)Nc1ccc(Br)cc1	-2%	-0.4%	13%	-6%[46 µM]	16%	1%	6%
CC(=O)Nc1ccc(C(=O)OCC(=O)c2ccc(C)c([N+](=O)[O-])c2)cc1	1%	0.7%	-9%[46.1 µM]	-3%	-4%	2%[38.3 µM]	17%
Fc1ccccc1COc1cccc(/C=N/n2cnnc2)c1	-1%	-4.3%	18%[46.1 µM]	u	-1%	7%[38.3 µM]	u
S=c1[nH]nc(Cc2ccc(Cl)cc2)o1	x	-1.9%	-3%	x	3%	x	-13%[9.22 µM]
Cc1c(C)c2ccc(OCC(=O)N(C)C)c(C)c2oc1=O	1%	-1.0%	-6%[46.1 µM]	-5%	7%	-2%[38.3 µM]	4%
CCOC(=O)c1sc2nc(CC(=O)OC)nc(N3CCN(c4ccccn4)CC3)c2c1C	1%	1.1%	u	u	12%	9%[38.3 µM]	28%
Cn1c(SCC(=O)NNC(=O)Cc2ccccc2)nnc1-c1ccccc1	-2%	0.0%	26%	-15%	1%	1%	-16%
COc1ccc(S(=O)(=O)Nc2cccc(F)c2)cc1C	2%	-0.3%	-3%	7%[46 µM]	4%	8%	-7%[9.22 µM]
CC(NC(=O)c1ccccc1)C(=O)NC1=NCCS1 (stereo not drawn)	1%	0.0%	-5%[46.1 µM]	1%	2%	18%[38.3 µM]	15%
COC(=O)c1ccc2c(=O)n(Cc3ccc(C(=O)NC(C)C)cc3)c(=S)[nH]c2c1	-4%	-3.4%	-15%	x	-4%	-1%	32%
CC(C)(C)c1ccc(CSc2nnc(-c3ccccc3NC(=O)c3ccccc3)o2)cc1	5%	-1.8%	1%	1%	-2%	4%	3%
Clc1ccc(OCCOCCOc2cccc3cccnc23)c(Br)c1	0%	3.3%	-9%	u	-23%	19%	u
Cc1ccc(-n2nnnc2Sc2nc([N+](=O)[O-])nn2C)cc1C	0%	0.0%	-5%[46.1 µM]	u	-6%	3%[38.3 µM]	-14%
C[C@@H](NC(=O)c1coc(=O)c(Br)c1)c1ccccc1	5%	1.7%	-20%[46.1 µM]	u	12%	4%	-16%
OC1CCC(NC(=S)Nc2ccc(SC(F)F)cc2)CC1 (stereo not drawn)	1%	1.1%	-7%	4%[46 µM]	15%	-1%	-8%
O=S(=O)(Nc1ccc(N2CCCCC2)cc1)c1cccs1	-7%	-0.7%	-3%[46.1 µM]	u	u	7%[38.3 µM]	-10%
CN1C(=O)N(C)C(NC(=O)Nc2ccccc2)C1NC(=O)Nc1ccccc1 (stereo not drawn)	20%	0.0%	-2%[46.1 µM]	8%	-2%	23%[38.3 µM]	-4%
COc1ccc(-c2ccc(-c3noc(C(C)C)n3)c(OC)n2)cc1	0%	-4.3%	-22%[46.1 µM]	u	u	23%[38.3 µM]	-8%
Cc1ccc(/C=C2\SC(=S)N(C3CCS(=O)(=O)C3)C2=O)cc1 (stereo not drawn)	0%	5.1%	17%	x	-4%	9%	u
COCCCC1CCN(Cc2cn[nH]c2-c2cc(OC)c(OC)c(OC)c2)CC1	x	3.5%	-15%	x	12%	x	18%
CCOC(=O)c1[nH]c2ccc(F)cc2c1NC(=O)C(C)N1CCc2cc(OC)c(OC)cc2C1 (stereo not drawn)	2%	2.2%	-14%[46.1 µM]	-25%	1%	-4%[38.3 µM]	-1%
Cc1ccccc1-c1noc(-c2ccccc2C(=O)NCc2ccco2)n1	x	9.3%	33%	x	4%	x	15%[9.22 µM]
O=C(COC(=O)Cc1ccccc1[N+](=O)[O-])NCC1CCCCC1	-3%	2.6%	6%	x	12%	-2%	5%
CCCOc1ccc(N2C(=O)CC(SCCc3nc4ccccc4[nH]3)C2=O)cc1 (stereo not drawn)	2%	1.0%	-10%	x	-2%	10%	-11%[9.22 µM]
COc1ccc2ccccc2c1C(=O)/C=C\c1ccoc1	-6%	-8.2%	-31%	u	u	-11%	u
O=C(NCc1ccncc1)C(=O)NCc1ccncc1	-7%	6.3%	10%	-2%[46 µM]	9%	1%	-9%

Filtered by structure, those above with a cyano group (2)
SMILES	Luc counter	Epigenetic reg	NPSR antagonist	LMNA splice mod	CBFb RUNX1 block	IMPase Li inh	HttQ103 aggreg
Cc1cccc(-c2nc(C#N)c(NCc3ccco3)o2)c1	x	-1.3%	37%	x	-16%	x	-6%[9.22 µM]
Cc1cc(C)n2c(SCc3ccc(C#N)cc3)nnc2n1	-2%	0.0%	-7%[46.1 µM]	16%	4%	8%[38.3 µM]	-8%

Four records picked at random from the list so far, as already listed:
SMILES	Luc counter	Epigenetic reg	NPSR antagonist	LMNA splice mod	CBFb RUNX1 block	IMPase Li inh	HttQ103 aggreg
OC1CCC(NC(=S)Nc2ccc(SC(F)F)cc2)CC1 (stereo not drawn)	1%	1.1%	-7%	4%[46 µM]	15%	-1%	-8%
COc1ccc2ccccc2c1C(=O)/C=C\c1ccoc1	-6%	-8.2%	-31%	u	u	-11%	u
O=C(COC(=O)Cc1ccccc1[N+](=O)[O-])NCC1CCCCC1	-3%	2.6%	6%	x	12%	-2%	5%
COCCCC1CCN(Cc2cn[nH]c2-c2cc(OC)c(OC)c(OC)c2)CC1	x	3.5%	-15%	x	12%	x	18%

Continuation.
SMILES	Luc counter	Epigenetic reg	NPSR antagonist	LMNA splice mod	CBFb RUNX1 block	IMPase Li inh	HttQ103 aggreg
CC(=O)c1cc2c(cc1NC(=O)c1ccco1)OCCO2	5%	-1.3%	5%	6%[46 µM]	2%	1%	4%[9.22 µM]
CC(=C/c1ccco1)/C=N/N1CCN(c2ccccc2)CC1	10µM*	-0.9%	-7%[46.1 µM]	5%	-15%	-21%[38.3 µM]	21%
CCNc1ccc(C(=O)OCC(=O)NC(C)c2ccccc2)cc1[N+](=O)[O-] (stereo not drawn)	0%	0.0%	4%	5%	-2%	-2%	-9%
CC(=C1C(=O)c2ccccc2C1=O)N1CCN(c2ccc(F)cc2)CC1	x	2.1%	14%	4%[46 µM]	-1%	x	0%[9.22 µM]
CNC(=O)c1sc(-c2ccccn2)nc1C	6%	-1.1%	6%	x	3%	8%	-3%
O=C(CCCn1cc([N+](=O)[O-])cn1)Nc1cccnc1	x	-1.1%	12%	x	6%	x	-6%[9.22 µM]
CCOC(=O)c1ccc(-c2ccc(/C=N/NC(=O)c3cncc(Br)c3)o2)cc1	x	0.0%	-25%	x	-2%	x	-3%[9.22 µM]

Not all compounds are listed; count on the stated rates, not on these rows.
